Screening results deposited in PubChem by Sanford-Burnham Center for Chemical Genomics.
tim10-1 inh: inhibits growth of tim10-1 mutant yeast. S. cerevisiae tim10-1 ts strain growth, BacTiter-Glo, 24 h. inhibition, % at 20 µM. hit rate 2.2% among 330,000. AID 463190;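 active = inhibition of at least 40%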;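 note: mutant grown at 25 °C; 0% = DMSO wells with yeast and 100% = wells holding no yeast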
tim23-1 inh: growth inhibitors of tim23-1 mutant yeast; S. cerevisiae tim23-1 growth, BacTiter-Glo luminescence, 24 h; inhibition, % at 20 µM; hit rate 1.3% among 330,000;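 active = growth inhibition of the mutant yeast at or above 50%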;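 note: temperature-sensitive mutant grown at 25 °C; plate controls were DMSO-treated mutant yeast for no effect and medium wells lacking yeast for full effect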
TIM10 inh: TIM10 yeast growth inhibition; AID 463195; hit rate 1.4% among 330,000; inhibition, % at 10 µM; S. cerevisiae TIM10 strain growth, BacTiter-Glo luminescence, 24 h;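 active = inhibition of 40% or more at the single tested concentration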;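 note: wild-type TIM10 isogenic control strain grown at permissive 25 °C; 0% = DMSO yeast wells and 100% = minimal medium wells without yeast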
Mdm2 MdmX PPI: disrupts the human Mdm2-MdmX interaction | O15151+Q00987 | AID 485346 | hit rate 3% among 330,000 | SaOS-2 split-luciferase Mdm2/MdmX complementation, luminescence | inhibition, % at 8 µM;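 active = inhibition of at least 50% at 8 µM in the primary screen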
Target sequence (O15151 whole entry, looked up): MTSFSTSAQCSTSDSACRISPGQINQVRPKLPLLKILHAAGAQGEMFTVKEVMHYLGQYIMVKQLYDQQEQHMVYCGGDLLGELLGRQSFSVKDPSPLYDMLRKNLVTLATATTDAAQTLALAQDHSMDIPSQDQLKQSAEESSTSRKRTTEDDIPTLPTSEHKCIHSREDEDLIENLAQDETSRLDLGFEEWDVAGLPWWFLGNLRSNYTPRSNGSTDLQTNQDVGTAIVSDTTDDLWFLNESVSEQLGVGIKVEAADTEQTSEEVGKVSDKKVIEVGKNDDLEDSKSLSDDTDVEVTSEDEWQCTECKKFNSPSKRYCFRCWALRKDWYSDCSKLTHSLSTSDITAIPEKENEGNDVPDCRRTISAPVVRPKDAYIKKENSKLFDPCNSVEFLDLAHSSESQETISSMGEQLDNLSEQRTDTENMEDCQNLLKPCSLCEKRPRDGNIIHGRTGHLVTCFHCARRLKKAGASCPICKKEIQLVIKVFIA
Target sequence (Q00987 whole entry, looked up): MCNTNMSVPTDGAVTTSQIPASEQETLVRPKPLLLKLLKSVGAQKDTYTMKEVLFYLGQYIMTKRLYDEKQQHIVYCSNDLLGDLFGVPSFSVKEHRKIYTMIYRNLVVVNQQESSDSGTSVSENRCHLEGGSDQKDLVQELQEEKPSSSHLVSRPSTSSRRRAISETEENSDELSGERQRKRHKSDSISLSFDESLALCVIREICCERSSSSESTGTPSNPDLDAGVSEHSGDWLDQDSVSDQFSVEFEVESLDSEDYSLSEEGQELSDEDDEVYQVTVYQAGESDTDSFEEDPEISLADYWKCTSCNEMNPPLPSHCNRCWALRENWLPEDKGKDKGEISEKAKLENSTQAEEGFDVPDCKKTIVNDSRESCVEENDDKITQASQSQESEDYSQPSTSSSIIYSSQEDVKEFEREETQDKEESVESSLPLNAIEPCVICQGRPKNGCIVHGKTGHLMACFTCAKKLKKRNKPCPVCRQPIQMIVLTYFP
697 NFkB inh: inhibitors of the PMA/ionomycin-induced NF-kB reporter in 697 B cells | 697 B-cell NF-kB luciferase reporter, 16 h | inhibition, % at 4 µM | AID 435022 | hit rate 0.33% among 330,000; in the data active = inhibition above about 35%
Jurkat NFkB inh: lowers PMA/ionomycin-induced NF-kB signal in Jurkat cells; PMA/ionomycin-induced NF-kB luciferase reporter, luminescence; inhibition, % at 4 µM; hit rate 0.53% among 330,000; AID 435003; in the data active = inhibition above about 50%
UPR CHOP act: apoptotic UPR (CHOP) activation | CHO-CHOP luciferase reporter, luminescence; percent of tunicamycin response over DMSO baseline | activation, % at 10 µM | hit rate 0.34% among 330,000 | AID 449763;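 active = at 10 µM dose, activation of 40% or more, normalized to positive control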;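 note: 100% = tunicamycin at 10 µg/mL and 0% = DMSO alone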
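Material: CHO-CHOP cells, stable luciferase reporter of PERK-eIF2a-CHOP signalling; quantity: 500 reporter cells seeded per well; buffer or medium: F12 medium containing 10% fetal bovine serum; compound: one dose, 10 µM in 0.5% DMSO; incubation: 6 h compound treatment, 37 °C; measured by: Steady-Glo luciferase luminescence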
UPR XBP1 act: activators of adaptive arm of unfolded protein response (XBP1). AID 463104. CHO-XBP1 luciferase reporter, IRE1-XBP1 UPR activation, luminescence; percent of tunicamycin response, DMSO as zero. hit rate 0.33% among 330,000. activation, % at 20 µM;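 active = versus positive control, 20 µM dose yields 30% or more activation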;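 note: 100% = tunicamycin at 10 µg/mL and 0% = DMSO only wells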
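Material: IRE1-XBP1 luciferase reporter CHO line / Quantity: one thousand reporter cells per well / Buffer or medium: F12 with 10% serum / Compound: 20 µM single concentration, DMSO 1% / Times: 6 h treatment, 37 °C / Detection: Steady-Glo luciferase glow luminescence, 10 min after reagent addition / Benchmarks: tunicamycin high, DMSO low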
* marks the source's active call; other numbers are inactive results; & = joins results of further samples.

SMILES	tim10-1 inh	tim23-1 inh	TIM10 inh	Mdm2 MdmX PPI	697 NFkB inh	Jurkat NFkB inh	UPR CHOP act	UPR XBP1 act
CC[C@]12CCCN3CCc4c(n(c5ccccc45)[C@@](O)(C(=O)OC)C1)[C@@H]32	5	8	0	9	9	1	1.2	2
CCOC(=O)Nc1ccc(NCc2ccc(F)cc2)nc1N	12	4	9	0	-20	0	-1.9	-5
CCCc1cc(C(N)=S)ccn1	-10	-2	10	-17	13	10	0.6	-2
Nc1cc(=O)[nH]c(N)n1	5	-4	11	16	-3	5	-3.2	-11
C#C[C@]1(O)CC[C@H]2[C@@H]3CCC4=CC(=O)CC[C@@H]4[C@H]3CC[C@@]21CC	12	22	-1	20	5	6	0.6	-2
CN=C(N)NC(=O)Nc1c(C)cccc1C	-1	8	9	5	10	-6	-1.8	1
CCN(CC)CCOC(=O)C(c1ccccc1)c1ccccc1	-13	-8	-3	8	-3	-3	-1.8	-5
COc1ccc(S(=O)(=O)Nc2nnc(CC(C)C)s2)cc1	15	-7	1	24	-10	0	-0.8	0
CCCCOC(=O)c1ccc(N)cc1	3	6	-11	5	-17	-14	-0.6	-1
CCN(CC)S(=O)(=O)c1ccc(C(=O)O)cc1	-12	-2	-1	20	16	3	0.4	-7
C[C@H]1c2cccc(O)c2C(O)=C2C(=O)[C@]3(O)C(O)=C(C(N)=O)C(=O)[C@@H](N(C)C)[C@@H]3[C@@H](O)[C@@H]21	15	-12	-7	-55	-15	-6	1.0	-6
O=C(NCCN1CCOCC1)c1ccc(Cl)cc1	1	-6	-1	-6	2	-13	1.4	-4
CN1CCN(CCCN2c3ccccc3Sc3ccc(S(=O)(=O)N(C)C)cc32)CC1	32	15	0	42	10	6	5.1	-8
Cc1oncc1C(=O)Nc1ccc(C(F)(F)F)cc1	1	-6	3	-106	-108	-48	2.0	-8
CCC(Cc1c(I)cc(I)c(N)c1I)C(=O)O (centres undefined)	27	17	7	-26	14	1	0.6	-6
CC(=O)N(CC(O)CO)c1c(I)c(C(=O)NCC(O)CO)c(I)c(C(=O)NCC(O)CO)c1I (centres undefined)	-20	1	-7	15	-3	3	1.7	-4
C[C@H]1c2cccc(O)c2C(O)=C2C(=O)C3(O)C(O)=C(C(N)=O)C(=O)[C@@H](N(C)C)[C@@H]3[C@@H](O)[C@@H]21 (some centres undefined)	6	14	-3	-15	3	14	0.9	-5
CC1CCc2c(N3CCC(O)CC3)c(F)cc3c(=O)c(C(=O)O)cn1c23 (centres undefined)	7	18	12	-3	4	0	-0.2	-1
CC(C)(C(=O)c1cccnc1)c1cccnc1	-1	3	6	8	19	5	-0.5	1
CC1(C)Oc2ccc(C#N)cc2[C@@H](N2CCCC2=O)[C@@H]1O	2	3	-4	15	22	-4	1.4	-8
COc1ccc(Sc2ccc(NC(=O)c3ccccc3Cl)cc2C#N)cc1	5	25	14	47	4	23	1.7	-2
C/C=C(/C)C(=O)O[C@@H]1c2cc3c(c4c2[C@@]2(CO4)C(=O)C(OC)=C(OC)C=C2C[C@@H](C)[C@H]1C)OCO3	13	27	23	-8	26	12	2.6	-1
OCC(O)CN1CCN(c2ccccc2)CC1 (centres undefined)	0	10	1	5	14	4	-0.8	-5
CN1CCC(=C2c3ccccc3CC(=O)c3sccc32)CC1	-30&-5	-6&3	4&2	26&-5	-6&8	-2&15	0.8&1.4	-10&-5
Nc1ncnc(Nc2ccccc2)n1	-41	-1	7	13	3	-4	1.4	-6
COc1c(O)cc2c(c1O)[C@@H]1O[C@H](CO)[C@@H](O)[C@H](O)[C@H]1OC2=O	-15	-5	8	-18	7	-4	0.5	-7
CCOC(=O)Nc1ccc2c(c1)N(C(=O)CCN1CCOCC1)c1ccccc1S2	26&8	13&5	6&13	9&24	3&1	-10&0	-0.2&-1.4	1&1
O=C(O)CCCCCCCC(=O)O	-10	0	-5	4	13	6	0.6	-7
CCC12CCCN3CCc4c(n(c5ccccc45)C(O)(C(=O)OC)C1)C32 (centres undefined)	-10	-8	-7	23	14	5	1.3	-5
CCCN(CCC)C(=O)C(CCC(=O)O)NC(=O)c1ccccc1 (centres undefined)	12&5	-7&11	16&9	19&9	4&17	-4&3	-2.8&-1.1	-8&-1

Nothing new here: an excerpt of the list.
SMILES	tim10-1 inh	tim23-1 inh	TIM10 inh	Mdm2 MdmX PPI	697 NFkB inh	Jurkat NFkB inh	UPR CHOP act	UPR XBP1 act
Nc1ncnc(Nc2ccccc2)n1	-41	-1	7	13	3	-4	1.4	-6
COc1c(O)cc2c(c1O)[C@@H]1O[C@H](CO)[C@@H](O)[C@H](O)[C@H]1OC2=O	-15	-5	8	-18	7	-4	0.5	-7
CCOC(=O)Nc1ccc2c(c1)N(C(=O)CCN1CCOCC1)c1ccccc1S2	26&8	13&5	6&13	9&24	3&1	-10&0	-0.2&-1.4	1&1
O=C(O)CCCCCCCC(=O)O	-10	0	-5	4	13	6	0.6	-7
CCC12CCCN3CCc4c(n(c5ccccc45)C(O)(C(=O)OC)C1)C32 (centres undefined)	-10	-8	-7	23	14	5	1.3	-5
CCCN(CCC)C(=O)C(CCC(=O)O)NC(=O)c1ccccc1 (centres undefined)	12&5	-7&11	16&9	19&9	4&17	-4&3	-2.8&-1.1	-8&-1

(continued)
SMILES	tim10-1 inh	tim23-1 inh	TIM10 inh	Mdm2 MdmX PPI	697 NFkB inh	Jurkat NFkB inh	UPR CHOP act	UPR XBP1 act
CN(C)CCOC(=O)C(c1ccccc1)C1(O)CCCC1 (centres undefined)	-27	-63	-19	19	6	8	1.7	-3
Cc1ccsc1/C=C/C1=NCCCN1C	-4&4	-15&-15	-9&1	10&21	26&7	-4&1	1.0&-1.5	1&-6
CCOc1ccc(NC(=S)N2CCC(C(O)(c3ccccc3)c3ccccc3)CC2)cc1	17	31	10	23	-16	-9	3.1	-2
Oc1cc2c(cc1O)C1c3ccc(O)c(O)c3OCC1(O)C2 (centres undefined)	7	3	-15	21	12	-8	-0.2	-1
COc1cc(C(=O)NCCCCCC(=O)O)cc(OC)c1OC	4	13	-1	-14	2	13	1.0	-10
O=C1c2c(O)cccc2C(C2OC(CO)[C@@H](O)[C@H](O)[C@H]2O)c2cc(CO)cc(O)c21 (some centres undefined)	-6	-1	5	-20	13	0	-0.7	-4
COc1cc2c(c(OC)c1OC)-c1c(cc(OC)c(OC)c1OC)C[C@H](C)[C@H](C)C2	25	17	7	12	22	-11	-1.6	-2
O=C1c2ccccc2C(=O)c2c(O)c(O)cc(O)c21	47*	77*	38	21	7	6	-1.2	-1
COc1cc(NC(=O)c2cc(C3CC3)on2)c(OC)cc1Cl	-6	12	5	11	-1	-10	-1.9	-4
O=c1c(O[C@@H]2O[C@H](CO)C(O)C2O)c(-c2ccc(O)c(O)c2)oc2cc(O)cc(O)c12 (some centres undefined)	8	-5	3	8	1	-8	0.4	-2
CN1CCN(c2c(F)cc3c(=O)c(C(=O)O)cn4c3c2SCC4)CC1	1	5	-3	32	-18	7	0.2	-2

Arranged by SMILES length (low to high): 4 of the compounds above
SMILES	tim10-1 inh	tim23-1 inh	TIM10 inh	Mdm2 MdmX PPI	697 NFkB inh	Jurkat NFkB inh	UPR CHOP act	UPR XBP1 act
Cc1ccsc1/C=C/C1=NCCCN1C	-4&4	-15&-15	-9&1	10&21	26&7	-4&1	1.0&-1.5	1&-6
COc1cc(C(=O)NCCCCCC(=O)O)cc(OC)c1OC	4	13	-1	-14	2	13	1.0	-10
Oc1cc2c(cc1O)C1c3ccc(O)c(O)c3OCC1(O)C2 (centres undefined)	7	3	-15	21	12	-8	-0.2	-1
COc1cc2c(c(OC)c1OC)-c1c(cc(OC)c(OC)c1OC)C[C@H](C)[C@H](C)C2	25	17	7	12	22	-11	-1.6	-2

Molecules shown so far that have a Cl atom (3):
SMILES	tim10-1 inh	tim23-1 inh	TIM10 inh	Mdm2 MdmX PPI	697 NFkB inh	Jurkat NFkB inh	UPR CHOP act	UPR XBP1 act
O=C(NCCN1CCOCC1)c1ccc(Cl)cc1	1	-6	-1	-6	2	-13	1.4	-4
COc1ccc(Sc2ccc(NC(=O)c3ccccc3Cl)cc2C#N)cc1	5	25	14	47	4	23	1.7	-2
COc1cc(NC(=O)c2cc(C3CC3)on2)c(OC)cc1Cl	-6	12	5	11	-1	-10	-1.9	-4

Some of the compounds tested; rates above refer to the full screens.
